# Source: PubChem BioAssay
# TRPC4 block = inhibitors of mouse TRPC4 channel | 300,000 tested, 0.39% active | B-score at 10 µM | HEK293 TRPC4beta/mu-opioid, DAMGO-evoked Fluo4 calcium flux; stronger effect = lower value;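 active means B-score over 3 SD under the library average, no early fluorescence shift, positive overall ratio signal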
#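 Test system – stable TRPC4beta/mu-opioid receptor HEK293 cells · Probe or stimulus – DAMGO, a submaximal dose followed by a maximal one · Dosing – one concentration per compound · Signal – Fluo4 calcium fluorescence by kinetic imaging, 5 s 1 Hz baseline · Evaluation – per-well B score of integrated baseline-normalized Fluo4 ratio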
# TRPC6 activator = mouse TRPC6 channel activation; Q61143; HEK293-TRPC6 membrane potential dye fluorescence; stronger effect = higher value; B-score at 10 µM; 310,000 tested, 0.13% active; AID 2550;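 active means B-score of the integrated fluorescence ratio above library mean plus 3 SD, and starting fluorescence ratio within library mean plus 5 SD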;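 further: higher score means more depolarization so channel activation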
# Target sequence (Q61143 whole entry, looked up): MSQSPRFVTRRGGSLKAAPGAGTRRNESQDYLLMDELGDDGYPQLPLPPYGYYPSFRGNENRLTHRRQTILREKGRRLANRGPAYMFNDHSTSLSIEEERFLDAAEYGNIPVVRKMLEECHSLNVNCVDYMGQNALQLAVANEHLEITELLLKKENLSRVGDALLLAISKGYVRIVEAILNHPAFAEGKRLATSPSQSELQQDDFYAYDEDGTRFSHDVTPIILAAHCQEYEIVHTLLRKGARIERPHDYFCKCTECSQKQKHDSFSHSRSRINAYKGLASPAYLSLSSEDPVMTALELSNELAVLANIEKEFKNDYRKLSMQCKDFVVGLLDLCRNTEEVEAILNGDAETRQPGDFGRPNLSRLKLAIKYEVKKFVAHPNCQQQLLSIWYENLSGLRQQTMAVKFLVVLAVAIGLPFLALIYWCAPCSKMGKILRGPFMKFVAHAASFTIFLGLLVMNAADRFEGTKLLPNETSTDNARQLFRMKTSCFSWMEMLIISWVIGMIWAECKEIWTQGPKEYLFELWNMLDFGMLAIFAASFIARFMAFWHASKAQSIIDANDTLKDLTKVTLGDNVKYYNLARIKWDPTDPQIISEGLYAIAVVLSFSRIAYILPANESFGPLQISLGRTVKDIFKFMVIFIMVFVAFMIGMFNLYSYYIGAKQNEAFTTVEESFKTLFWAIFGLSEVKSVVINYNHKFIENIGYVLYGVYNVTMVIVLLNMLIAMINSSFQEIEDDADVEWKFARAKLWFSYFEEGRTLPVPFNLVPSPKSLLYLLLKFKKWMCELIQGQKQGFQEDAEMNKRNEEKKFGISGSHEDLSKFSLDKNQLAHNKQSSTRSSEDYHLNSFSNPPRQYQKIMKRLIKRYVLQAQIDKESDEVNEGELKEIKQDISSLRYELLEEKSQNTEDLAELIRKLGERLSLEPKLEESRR
# MrgX1 PAM = human MrgX1 positive allosteric modulation, primary screen; MrgX1-HEK293, Fluo-4 calcium flux, FDSS; stronger effect = higher value; B-score at 10 µM; 310,000 tested, 0.63% active; AID 588675;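 active means plate-corrected calcium response at least 3 library SD above typical, normal starting fluorescence, not activating the receptor alone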;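 further: compound read alongside a low EC10 to EC30 dose of BAM8-22 agonist; peak minus trough fluorescence over baseline measured at the second addition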
# TRPC4 act = activators of mouse TRPC4 channel. Q9QUQ5. B-score at 10 µM. 310,000 tested, 0.49% active. HEK293 TRPC4beta/mu-opioid, Fluo4 calcium fluorescence; stronger effect = higher value. AID 2237;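 active means B-score above 5 SD of library B-scores, and initial fluorescence ratio not above library mean plus 5 SD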;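 further: positive B-score marks a calcium rise read as TRPC4 activation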
#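 Assay system – TRPC4beta and mu-opioid receptor HEK293 stable cells · Measured by – Fluo4 fluorescence, kinetic · Schedule – dye loading 45 min room temperature, 110 s kinetic read · Read-out – B-scored integrated calcium fluorescence ratio · Controls – buffer and maximal DAMGO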
# TRPC4 potent = allosteric potentiators of mouse TRPC4 channel | Q9QUQ5 | HEK293 TRPC4beta/mu-opioid, DAMGO EC20, Fluo-4 Ca2+ flux; stronger effect = higher value | B-score at 10 µM | 310,000 tested, 0.42% active | AID 2227;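 active means B-score of calcium response area above 5 SD of library B-scores, with initial fluorescence ratio within 5 SD of library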;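 further: B-score of integrated fluorescence ratio over time as area under calcium response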
# ANO1 activ = mouse TMEM16A channel activation, primary screen; HEK293 TMEM16A/YFP-H148Q/I152L, iodide quench fluorescence; stronger effect = lower value; 340,000 tested, 0.3% active; Q8BHY3; B-score at 10 µM;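 active means fluorescence-ratio B-score plate-corrected deviation score at least 3 library SD below zero, with starting fluorescence score within 5 deviations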;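 further: channel opened by trigger with iodide after compound preincubation; score built on the fluorescence ratio of max minus min over baseline; more negative score means more quench and so TMEM16A activation or potentiation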
# MrgX1 antagonist = human MrgX1 receptor antagonism, primary screen | Q96LB2 | MRGX1-HEK293 calcium flux, Fluo-4, BAM8-22 antagonism; stronger effect = lower value | B-score at 10 µM | 310,000 tested, 1.3% active | AID 588676;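 active means calcium-response B-score plate-corrected more than 3 library SD below zero, starting fluorescence within 5 deviations, no agonist response on first addition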;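 further: peak minus trough fluorescence over baseline after final BAM8-22 challenge near maximal dose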
# ANO1 block = mouse TMEM16A channel inhibition, primary screen | normalized B-score (activity score, 25-100; higher = stronger inhibition) at 10 µM | Q8BHY3 | 310,000 tested, 1.2% active | HEK293 TMEM16A/YFP iodide influx fluorescence, ionomycin;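 active means ratio plate-corrected score three or more library SD toward inhibition, starting fluorescence score within five deviations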;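 further: score derived from kinetic fluorescence span divided by baseline fluorescence per well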
# MrgX1 ag = human MrgX1 receptor agonism, primary screen; MrgX1-HEK293 cells, Fluo-4 calcium fluorescence, agonist mode; stronger effect = higher value; B-score at 10 µM; 310,000 tested, 0.44% active; AID 588627;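 active means calcium response B-score plate-corrected fluorescence ratio at least 3 library SD, with starting fluorescence B-score inside 5 SD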
#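 Test system: Stable human MrgX1 HEK293 cell line | Schedule: Overnight plating before 1 h dye loading | Read-out basis: Baseline-normalised fluorescence change ratio, B-scored | Detection: Kinetic calcium dye fluorescence, Fluo-4 NW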
# TRPC6 inhibitor = inhibitors of mouse TRPC6 channel. HEK293-TRPC6, membrane potential dye, ACh-evoked depolarization; stronger effect = lower value. 310,000 tested, 1.1% active. B-score at 10 µM. AID 2553;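 active means B-score under library mean minus 3 SD, initial fluorescence not abnormally high, positive integrated signal ratio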;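 further: B-score derived from integrated fluorescence ratio over the kinetic read; more negative B-score means stronger inhibition of depolarization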
# RGS4 inh = inhibitors of human RGS4; P49798; HEK293 M3R/RGS4 inducible, Fluo-4 calcium flux; stronger effect = higher value; triggered by carbachol at its EC20; B-score at 10 µM; 310,000 tested, 0.45% active; AID 463165;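 active means B-score, a plate-corrected calcium signal, over three deviations above library mean, with baseline fluorescence within five deviations of library mean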;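 further: RGS4 expression induced by doxycycline in cells with stable M3 receptor; B-score is computed from the integrated fluorescence ratio over baseline after carbachol; higher B-score means a larger calcium signal and so more RGS4 inhibition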
# Starred values were filed as active, the others as inactive; i = inactive; / = not tested or not shown.
SMILES,TRPC4 block,TRPC6 activator,MrgX1 PAM,TRPC4 act,TRPC4 potent,ANO1 activ,MrgX1 antagonist,ANO1 block,MrgX1 ag,TRPC6 inhibitor,RGS4 inh
COc1ccc(C(=O)CC(=O)C(=O)Nc2cc([N+](=O)[O-])ccc2OC)cc1,i,i,i,i,i,i,i,i,i,i,i
Cn1cc(CNCc2cn[nH]c2-c2ccc(F)cc2)c(-c2ccc3c(c2)OCCO3)n1,i,i,i,i,i,i,i,i,i,i,i
Cc1ccc(N2C(=O)N(CC(=O)Nc3ccccc3C)C(=O)C2C)cc1 (configuration not stated),i,i,i,i,i,i,i,i,i,i,i
COc1ccc(N2CCN(CCN3C(=O)c4ccccc4C3=O)CC2)cc1,i,i,i,i,i,i,i,i,i,i,i
CN1/C(=C\C(=O)CSc2ncn[nH]2)C(C)(C)c2ccccc21,i,i,i,i,i,i,i,i,i,i,i
O=C(c1ccccc1)c1ccc(OC(=O)N2CCOCC2)cc1,i,i,i,i,i,i,i,i,i,i,i
N#C/C(=C/c1ccc(Cl)cc1)NC(=O)c1ccccc1,i,i,i,i,i,i,i,i,i,i,i
O=C(CN1C(=O)c2ccccc2S1(=O)=O)N1CCOCC1,i,i,i,i,i,i,i,i,i,i,i
O=C(Nc1ccncc1)Nc1cccc(Cl)c1Cl,i,i,i,i,i,i,i,i,i,i,i
Cc1ncc([N+](=O)[O-])n1CC(=O)Nc1ccc2c(c1)OCO2,i,i,i,i,i,i,i,i,i,i,i
CC(C)CNC(=O)C(=O)NC1CCCC1,i,i,i,i,i,i,i,i,i,i,i
Cc1c(NC(=O)c2ccc3c(c2)OCO3)c(=O)n(-c2ccccc2)n1C,i,i,i,i,i,i,i,i,i,i,i
CC(C)NC(=O)COc1coc(CN2CCN(c3ccccc3F)CC2)cc1=O,i,i,i,i,i,i,i,i,i,i,i
CC(=O)Cc1nsc(NC(=O)c2ccc(-c3ccc(F)cc3)o2)n1,i,i,i,i,i,i,i,i,i,i,i
CCN(CC)C(=O)CSc1nnc(-c2cc(OC)cc(OC)c2)o1,i,i,i,i,i,i,i,i,i,i,i
Cc1cc(C)cc(CSc2nnc(C)c(=O)[nH]2)c1,i,i,i,i,i,i,i,i,i,i,i
CC(=O)c1ccc(N/N=C(/C(N)=O)C2=NC(C)(C)Cc3ccccc32)cc1,i,i,i,i,i,i,i,i,i,i,i
COc1cc(NC(=O)c2noc3c2CCCC3)c(OC)cc1Cl,i,i,i,i,i,i,i,i,i,i,i
C=CCOc1ccc(/C=N/Nc2ccccn2)cc1OC,i,i,i,i,i,i,i,i,i,i,i
O=C(CSc1ccc(Br)cc1)NCC(c1ccco1)N1CCCCC1 (configuration not stated),i,i,i,i,i,i,i,i,i,i,i
Cc1ccc(-n2nnc(-c3cc4ccccc4nc3Cl)n2)cc1,i,i,i,i,i,i,i,i,i,i,i
Cc1ccc(CNC(=O)CCC(=O)n2ncc3cc(C)ccc32)cc1,i,i,i,i,i,i,i,i,i,i,i
O=[N+]([O-])c1cccc(NC(=S)N2CCN(c3ccccn3)CC2)c1,i,i,i,i,i,i,i,i,i,i,i
CCCCn1c(N)c(N(CCOC)C(=O)c2cc(Cl)nc3ccccc23)c(=O)[nH]c1=O,i,i,i,i,i,i,i,i,i,i,i
O=C(Cn1c(-c2cscn2)nc2ccccc21)Nc1ccc(Cl)cc1,i,i,i,i,i,i,i,i,i,i,i
CSCCC(NC(=O)COc1ccccc1)C(=O)NCCOc1ccc(C)cc1 (configuration not stated),i,i,i,i,i,i,i,i,i,i,i
Cc1ccc(C(C)C)c(OCC(=O)N/N=C/c2ccc(S(=O)(=O)O)o2)c1,i,i,i,i,i,i,i,i,i,i,i
COc1ccc(S(=O)(=O)N(C)CC(=O)NCc2ccco2)cc1,i,i,i,i,i,i,i,i,i,i,i
CC(=O)c1cccc(N(C(=O)CNC(=O)c2cccs2)C(C(=O)NCC2CCCO2)c2ccccc2)c1 (configuration not stated),i,i,i,i,i,i,i,i,i,i,i
Cc1ccc(N2CCN(/N=C/c3ccccc3[N+](=O)[O-])CC2)cc1,i,i,i,i,i,i,i,i,i,i,i
Cc1cc(S(=O)(=O)NCc2ccccc2)ccc1OCC(=O)NCc1ccccn1,i,i,i,i,i,i,i,i,i,i,i
O=C(CSc1nccc(=O)[nH]1)Nc1ccc(N2CCOCC2)c(Cl)c1,i,i,i,i,i,i,i,i,i,i,i
COc1ccc(CNC(=O)[C@@H](NC(=O)C2CCN(C(=O)[C@@H]3CCCN3C(=O)OC(C)(C)C)CC2)C(C)C)cc1,i,i,i,i,i,i,i,i,i,i,i
COc1ccc(C(=O)O/N=C(\N)c2ccc(Br)cc2)cc1,i,i,i,i,i,i,i,i,i,i,i
Cc1ccccc1S(=O)(=O)N1[C@@H](c2cccc(Cl)c2)C(C(=O)O)=CC[C@H]1c1ccc(Cl)cc1,/,/,i,/,/,i,i,100*,i,/,/
CCOc1ccccc1CN1CCN(Cc2cc(=O)c3ccccc3[nH]2)CC1CCO (configuration not stated),i,i,i,i,i,i,i,i,i,i,i
CC(C)N(C(=O)CSc1nc2ccccc2c(=O)[nH]1)C(C)C,i,i,i,i,i,i,i,i,i,i,i
CSc1ccc(CNCc2ccco2)cc1,i,i,i,i,i,i,i,i,i,i,i
CCOC(=O)c1oc2c(c1C)C(=O)CCC2,i,i,i,i,i,i,i,i,i,i,i
CCc1ccccc1N(CC(=O)NCc1ccco1)C(=O)CCC(=O)Nc1nccs1,i,i,i,i,i,i,i,i,i,i,i
Cc1cccc(NC(=O)c2ccc3c(=O)n(CC4CCCO4)c(=S)[nH]c3c2)c1 (configuration not stated),i,i,i,i,i,i,i,i,i,i,i
CC(C)Oc1ccc(C(=O)Nc2ccc(N3CCCC3)cc2)cc1,i,i,i,i,i,i,i,i,i,i,i
CCCSC1=C(C#N)C(c2cccs2)C(C(=O)Nc2ccccc2)=C(C)N1 (configuration not stated),i,i,i,i,i,i,i,i,i,i,i
CS(=O)(=O)N(CC(=O)N1CCN(Cc2ccccc2)CC1)c1ccccc1Br,i,i,i,i,i,i,i,i,i,i,i
CCCCC(=O)Nc1ccc(NC(=O)c2ccc(C)c([N+](=O)[O-])c2)cc1OC,i,i,i,i,i,i,i,i,i,i,i
CCc1cccc2c(C=C(C#N)C#N)cn(CC(=O)N3CCCCC3)c12,i,i,i,i,i,i,i,i,i,i,i
CCN1CCN(c2nc(Nc3ccccc3)nc(N)c2[N+](=O)[O-])CC1,i,i,i,i,i,i,i,i,i,i,i
Cc1cc(C)c(N(C(=O)Cn2nnc3ccccc32)C(C(=O)NC(C)(C)C)c2ccsc2)c(C)c1 (configuration not stated),i,i,i,i,i,i,i,i,i,i,i
Cn1c(=O)n(C)c2cc(S(=O)(=O)N3CCCc4ccccc43)ccc21,i,i,i,i,i,i,i,25*,i,i,i
CCc1nn2cc(-c3ccccc3)nc2s1,i,i,i,i,i,i,i,i,i,i,i
CCOC(=O)C1=C(CSc2nccn2C)NC(=O)NC1c1cc(C)ccc1C (configuration not stated),i,i,i,i,i,i,i,i,i,i,i
CCOC(=O)Cn1nc2sc3ccccc3n2c(=O)c1=O,i,i,i,i,i,i,i,i,i,i,i
CCCCC(=O)Nc1ccc2c(c1)nc(CCNC(=O)c1ccco1)n2C,i,i,i,i,i,i,i,i,i,i,i
COc1ccccc1N1CCN(S(=O)(=O)c2cc3[nH]c(=O)c(=O)[nH]c3cc2C)CC1,i,i,i,i,i,i,i,i,i,i,i
CCOc1cccc(/C(O)=C2/C(=O)C(=O)N(CCOC)C2c2ccc(C)o2)c1 (configuration not stated),i,i,i,i,i,i,i,i,i,i,i
CC(=O)NN1C(=O)c2ccccc2NC1c1ccoc1 (configuration not stated),i,i,i,i,i,i,i,i,i,i,i
CCc1cccc(NC(=O)CCS(=O)(=O)c2ccc3c(c2)NC(=O)CO3)c1,i,i,i,i,i,i,i,i,i,i,i
Cc1cccc(NC(=O)CN(c2ccc(C(C)C)cc2)S(=O)(=O)c2c(C)nn(C)c2C)n1,i,i,i,i,i,i,i,i,i,i,i
COc1ccc(C(=O)Nc2cccc(/C=C/c3nc4ccccc4c(=O)[nH]3)c2)cc1,i,i,i,i,i,i,i,i,i,i,i
O=C(CNS(=O)(=O)c1ccc(F)cc1)Nc1ccccc1,i,i,i,i,i,i,i,i,i,i,i

# Remaining list, next part.
SMILES,TRPC4 block,TRPC6 activator,MrgX1 PAM,TRPC4 act,TRPC4 potent,ANO1 activ,MrgX1 antagonist,ANO1 block,MrgX1 ag,TRPC6 inhibitor,RGS4 inh
CCN(CC(=O)Nc1ccc2c(c1)OCCO2)S(=O)(=O)c1ccccc1,i,i,i,i,i,i,i,i,i,i,i
Cc1ccc(NC(=O)CSc2cccc3cccnc23)c(C)c1,i,i,i,i,i,i,i,i,i,i,i
COC(=O)N[C@H](CC(C)=O)c1ccccc1,i,i,i,i,i,/,i,i,i,i,i
Cc1onc(-c2ccccc2)c1C(=O)OCC(=O)Nc1cc(S(=O)(=O)N2CCOCC2)ccc1Cl,i,i,i,i,i,i,i,i,i,i,i
O=C(O)c1ccc(N/N=C/c2cc3ccccc3nc2Cl)cc1,i,i,i,i,i,i,i,i,i,i,i
COc1ccc(-n2c(=O)cc(N3CCCCCC3)[nH]c2=O)cc1,i,i,i,i,i,i,i,i,i,i,i
Cc1onc(-c2c(Cl)cccc2Cl)c1C(=O)NCC1CCCO1 (configuration not stated),i,i,i,i,i,i,i,i,i,i,i
Cc1cccc(N2CCN(C(=O)c3cccc(N4C(=O)C5CC=CC(C)C5C4=O)c3)CC2)c1C (configuration not stated),i,i,i,i,i,i,i,i,i,i,i
Cc1cccc(-n2c3nc(=O)[nH]c(=O)c-3cc3c(C)nn(-c4ccccc4)c32)c1C,i,i,i,i,i,i,i,i,i,i,7*
